# Screening data (PubChem BioAssay)
# KOR beta-arrestin-1 – KOR antagonists, beta-arrestin recruitment, cell-based, luminescence, uHTS (AID 1778); KOR beta-arrestin recruitment, luminescence, antagonist mode; higher % means a stronger effect; inhibition, % at 10 µM; hits with a dose series show IC50 in µM; 290,000 compounds, 0.091% hits; further: strong numbers were not always called active
# KOR beta-arrestin-2 – kappa opioid receptor activators – cell-based, luminescence, uHTS, primary screen (AID 1777); KOR beta-arrestin recruitment, luminescence; higher % means a stronger effect; activation, % at 10 µM, or EC50 in µM where a hit was titrated; 280,000 compounds, 0.02% hits; in the data active means activation above about 50%, passing the limit was not always enough; further: a part of the inactive calls stands beside numbers as strong as those of hits
# NOD1 inhibition – NOD1 signaling inhibitors, primary screen, cell-based, luminescence, uHTS (AID 1578). 290,000 compounds, 1% hits. inhibition, % at 4 µM; hits with a dose series show EC50 in µM. NOD1-driven NF-kB luciferase reporter cells, luminescence; higher % means a stronger effect; in the data active means inhibition mostly above about 36%, no sharp cut-off; inactive means mostly below about 34%;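 further: HEK-293T reporter cells stimulated with the NOD1 agonist gamma-tri-DAP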
# GPR35 antagonists – inhibition of zaprinast-stimulated GPR35 beta-arrestin translocation – imaging, U2OS, beta-arrestin-GFP, zaprinast agonist, primary screen (AID 2058); U2OS GPR35 beta-arrestin-GFP translocation imaging, zaprinast antagonism; higher % means a stronger effect; one-dose inhibition, % at 10 µM; IC50 in µM for titrated hits; 290,000 compounds, 0.052% hits;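 active means inhibition of at least 50% with at least 30 cells and total cytoplasm GFP at most 10,000,000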
# GPR55 beta-arrestin – GPR55 agonists via beta-arrestin recruitment, primary screen, imaging, U2OS cells, beta-arrestin-GFP redistribution (AID 1961). 290,000 compounds, 0.048% hits. activation, % at 10 µM; hits with a dose series show EC50 in µM. U2OS GPR55 beta-arrestin-GFP redistribution imaging; higher % means a stronger effect;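 active means activation above 40% with more than 50 cells counted in the well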;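 further: U2OS osteosarcoma cells stably expressing GPR55 and beta-arrestin-GFP; plate controls were DMSO negative control for no effect and LPI positive control for full effect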
# GPR55 antagonists – GPR55 antagonists blocking LPI-driven arrestin recruitment, primary screen, imaging, U2OS, beta-arrestin-GFP, LPI agonist (AID 2013); U2OS GPR55 beta-arrestin-GFP translocation imaging, LPI antagonism; higher % means a stronger effect; one-dose inhibition, % at 10 µM; IC50 in µM for titrated hits; 290,000 compounds, 0.13% hits;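 active means spots per cell inhibited over 60%, with over 100 cells counted and total cytoplasm intensity under 500,000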;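 further: U2OS cells stably carrying GPR55 and arrestin-GFP stimulated by 5 µM LPI near EC80; imaged beta-arrestin-GFP aggregate spots per cell after agonist stimulation; plate controls were LPI-stimulated DMSO wells for no effect and DMSO wells without LPI for full effect; some results filed as inactive read as strong as hits; confirmed hits need IC50 under 10 µM and bright autofluorescent wells are also inconclusive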
# HEK293 NOD2/NF-kB – NOD2 signaling inhibitors, cell-based, luminescence, uHTS, HEK293 (AID 1566); HEK293 NOD2/NF-kB luciferase reporter, luminescence; higher % means a stronger effect; inhibition, % at 4 µM; hits with a dose series show EC50 in µM; 290,000 compounds, 0.63% hits; further: many of its hits are not listed in these tables
# HIV peptide binding – inhibitors of HIV fusion peptide binding, primary screen, biochemical, uHTS, fluorescence dequenching (AID 1986); 290,000 compounds, 0.3% hits; inhibition, % at 20 µM, or IC50 in µM where a hit was titrated; cell-free peptide binding, fluorescence dequenching, 30 min; higher % means a stronger effect; in the data active means inhibition mostly above about 52%, no sharp cut-off; inactive means mostly below about 76%; further: some results filed as inactive read as strong as hits
# Myeloid diff MLP – promotes myeloid progenitor differentiation; calls only at 10 µM; AID 624256; 360,000 compounds, 1% hits; ER-HoxA9 myeloid progenitors, lysozyme-GFP differentiation, flow cytometry;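 active means normalized GFP-positive differentiation at or above the plate's own cutoff, the solvent-only control mean plus 3 SD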;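 further: cells exposed to compound for four days before flow analysis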
# Myeloid diff MLP GFP+ MAC1+ % – further read-out of Myeloid diff MLP, marked with its call; GFP+ MAC1+ double positive, %; measured here: differentiation confirmed by MAC1 staining
# * = called active by the depositor; i = inactive; / = not tested or not shown; + = active, no number; [ ] = remark or other dose. Unless noted, no stated cut-off is given here; in the data, active means inhibition above about 50%; inactive means the rest. A portion of the library; rates above refer to the full screens.
SMILES,KOR beta-arrestin-1,KOR beta-arrestin-2,NOD1 inhibition,GPR35 antagonists,GPR55 beta-arrestin,GPR55 antagonists,HEK293 NOD2/NF-kB,HIV peptide binding,Myeloid diff MLP,Myeloid diff MLP GFP+ MAC1+ %
COc1ccc2oc(=O)cc(CN3CCN(Cc4ccc(OC)c(OC)c4OC)CC3)c2c1,-8%,-4.7%,-6%,-19%,0.0%,7%,7%,-1.5%,i,0.7
CNC(=O)c1c(NC(=O)c2ccc(S(=O)(=O)N(C)c3ccccc3)cc2)sc2c1CCN(C(C)C)C2,7%,0.8%,21%,19%,-0.1%,14%,23%,26%,/,/
O=C(Nc1ccc(F)cc1F)c1cc2ncc(Br)cn2n1,22%,3.9%,-41%,6%,-0.1%,4%,-82%,1.0%,/,/
CCNc1nc(SCC(=O)Nc2ccccc2)nc(N2CCOCC2)n1,-24%,0.6%,-20%,2%,-0.4%,9%,2%,1.5%,i,2.4
Cc1cccc2c3c([nH]c12)C(=O)CC(C)(C)S3,2%,-5.6%,-9%,1%,0.7%,10%,17%,-1.8%,i,0.5
Cn1c(=O)c2sccc2n2c(CCCC(=O)Nc3ccc(F)cc3F)nnc12,-23%,2.2%,-5%,0%,1.2%,2%,10%,-0.2%,i,0.1
CCCCc1ccc(NC(=O)N[C@H](C(=O)O)C(C)CC)cc1 (stereo partly specified),25%,2.0%,-39%,-12%,0.2%,3%,-1%,6.1%,/,/
O=C(NCCc1cccc(F)c1)/C(=C/c1cccnc1)NC(=O)c1ccccc1,18%,3.3%,-33%,3%,-0.3%,-5%,14%,1.3%,i,0.4
COc1ccc(CCNC(=O)c2c(O)c3ccccc3n(C)c2=O)cc1,-6%,0.7%,-6%,-5%,0.3%,-11%,19%,0.8%,i,0.4
COc1ccc(CN2C3CCCC2CC(NC(=O)Nc2cccc(C)c2)C3)cc1 (stereo unspecified),-30%,3.8%,2%,-3%,-0.2%,4%,7%,-0.1%,i,1.1
Fc1ccc(C2c3cccn3CCN2C(=S)Nc2cccc(F)c2)cc1 (stereo unspecified),-6%,2.9%,-15%,3%,0.0%,22%,-8%,-0.8%,i,0.5
CN(C(=O)CN1CCC(NC(=O)C2CCCCC2)CC1)C1CCCCC1,33%,/,-10%,-1%,0.0%,-4%,-4%,0.4%,i,1.2
Cn1c(NC(=O)COc2ccccc2)cc(=O)n(C)c1=O,8%,-3.1%,-1%,18%,-0.1%,15%,16%,-0.2%,i,1.5
CC(=O)Nc1cccc(NC(=O)C(C)N2c3cccc4cccc(c34)S2(=O)=O)c1 (stereo unspecified),-11%,-6.7%,-22%,-13%,0.2%,7%,19%,-1.3%,i,2.4
CC(=O)c1cc(-c2ccccc2)n(CC(=O)N2CCN(C3CCCC3)CC2)c1C,-29%,-1.0%,/,-18%,-0.1%,8%,-1%,6.1%,i,0.2

# Reformatted: entries from further up
> COc1ccc2oc(=O)cc(CN3CCN(Cc4ccc(OC)c(OC)c4OC)CC3)c2c1
  KOR beta-arrestin-1: -8% | KOR beta-arrestin-2: -4.7% | NOD1 inhibition: -6% | GPR35 antagonists: -19% | GPR55 beta-arrestin: 0.0% | GPR55 antagonists: 7% | HEK293 NOD2/NF-kB: 7% | HIV peptide binding: -1.5% | Myeloid diff MLP: i | Myeloid diff MLP GFP+ MAC1+ %: 0.7
> CNC(=O)c1c(NC(=O)c2ccc(S(=O)(=O)N(C)c3ccccc3)cc2)sc2c1CCN(C(C)C)C2
  KOR beta-arrestin-1: 7% | KOR beta-arrestin-2: 0.8% | NOD1 inhibition: 21% | GPR35 antagonists: 19% | GPR55 beta-arrestin: -0.1% | GPR55 antagonists: 14% | HEK293 NOD2/NF-kB: 23% | HIV peptide binding: 26% | Myeloid diff MLP: / | Myeloid diff MLP GFP+ MAC1+ %: /
> O=C(Nc1ccc(F)cc1F)c1cc2ncc(Br)cn2n1
  KOR beta-arrestin-1: 22% | KOR beta-arrestin-2: 3.9% | NOD1 inhibition: -41% | GPR35 antagonists: 6% | GPR55 beta-arrestin: -0.1% | GPR55 antagonists: 4% | HEK293 NOD2/NF-kB: -82% | HIV peptide binding: 1.0% | Myeloid diff MLP: / | Myeloid diff MLP GFP+ MAC1+ %: /
> CCNc1nc(SCC(=O)Nc2ccccc2)nc(N2CCOCC2)n1
  KOR beta-arrestin-1: -24% | KOR beta-arrestin-2: 0.6% | NOD1 inhibition: -20% | GPR35 antagonists: 2% | GPR55 beta-arrestin: -0.4% | GPR55 antagonists: 9% | HEK293 NOD2/NF-kB: 2% | HIV peptide binding: 1.5% | Myeloid diff MLP: i | Myeloid diff MLP GFP+ MAC1+ %: 2.4

# (more compounds)
SMILES,KOR beta-arrestin-1,KOR beta-arrestin-2,NOD1 inhibition,GPR35 antagonists,GPR55 beta-arrestin,GPR55 antagonists,HEK293 NOD2/NF-kB,HIV peptide binding,Myeloid diff MLP,Myeloid diff MLP GFP+ MAC1+ %
COc1cccc(-c2nn(C)c3sc(C(=O)NCCCN(C)Cc4ccccc4)cc23)c1,-12%,0.9%,4%,12%,-0.1%,3%,14%,0.9%,i,0.3
N#Cc1cccc(-n2c(-c3ccccc3)nnc2-c2ccccc2)c1C#N,30%,-2.2%,12%,-17%,0.1%,6%,-10%,-2.3%,i,6.7
CCCCCC(=O)NC(=S)Nc1cccc(C(C)=O)c1,-2%,2.0%,2%,0%,-0.3%,2%,13%,-2.6%,i,0.2
CCOC(=O)N1CCC(N2Cc3cccc(C(=O)Nc4ccc(S(=O)(=O)N(CC)CC)cc4)c3C2=O)CC1,-47%,5.3%,-14%,6%,-0.1%,9%,28%,4.8%,i,1.4
Cc1ccc(NC(=O)C2CC(=O)OC23CCOC(C)(C)C3)cc1 (stereo unspecified),-30%,-1.3%,-5%,1%,-0.1%,2%,4%,-0.7%,i,1.2
O=C(CCn1c(=O)oc2ccccc21)n1c(=O)oc2ccccc21,-20%,-2.1%,12%,11%,0.7%,-20%,9%,-1.5%,i,0.7
Cc1nc2sccc2c(=O)n1N,-5%,-2.7%,-10%,2%,0.1%,15%,12%,-1.6%,i,0.5
CCOC(=O)c1cc(=O)n2[nH]c(-c3ccc(C)cc3)cc2n1,-1%,1.6%,-18%,1%,0.2%,2%,8%,2.8%,/,/
Cc1ccc(-c2noc(CSc3nnc(Cc4ccccc4)n3-c3ccc(Cl)cc3)n2)cc1,24%,-2.2%,6%,7%,-0.1%,32%,-6%,-0.7%,i,7.7
COCCOC(=O)C1=C(C)Nc2cc(=O)[nH]c(=O)n2C1c1cccc([N+](=O)[O-])c1 (stereo unspecified),-19%,-0.8%,5%,-7%,1.0%,6%,0%,6.4%,i,0.6
Cc1ccccc1C(=O)N1CCC(C(=O)Nc2ccc(S(=O)(=O)N3CCCC3)cc2)CC1,20%,0.6%,-3%,-7%,-0.2%,-2%,0%,-0.2%,+,2.4*
c1ccc(NCc2ccccn2)cc1,-32%[20 µM],-5.7%,-18%,4%,0.2%,2%,-3%,-0.3%,i,0.5
FC(F)(F)c1cc(-c2ccccc2)nc(N2CCCCC2)n1,-11%,-1.0%,8%,12%,-0.1%,0%,10%,2.5%,i,0.8
Cc1ccc(C(=O)NC(C)c2nnc(SCC(=O)NC3CCCC3)n2C)cc1 (stereo unspecified),-18%,-2.3%,-23%,6%,-0.1%,3%,7%,-1.5%,i,0.5
COCc1nnc(NC(=O)C2CC(=O)N(C3CCCCC3)C2)s1 (stereo unspecified),-11%,1.4%,-30%,-2%,-0.1%,-2%,10%,-0.1%,i,5.4
Cc1ccc(N2C(N)=C(C#N)C(c3cccs3)C3=C2CC(C)(C)CC3=O)cc1 (stereo unspecified),2%,-6.7%,1%,-4%,0.2%,16%,11%,0.4%,i,2.5
O=C(NCc1ccccc1Cl)c1cnc2n(c1=O)CCS2,4%,2.1%,-1%,0%,0.3%,-15%,17%,29%,i,2.5
Cc1cc(=O)[nH]c2c(C)cc(S(=O)(=O)NCc3ccccc3)cc12,6%,-4.7%,-21%,-12%,0.3%,13%,13%,0.8%,i,0.8
COc1cccc2[nH]c3c(N4CCC5(CC4)OCCO5)ncnc3c12,4%,/,-4%,3%,0.4%,2%,6%,-3.1%,i,0.5
CCOC(=O)N1CCN(S(=O)(=O)N2CCCC(C(=O)NCCCN3CCC(C)CC3)C2)CC1 (stereo unspecified),-34%,4.0%,-23%,14%,-0.1%,8%,-2%,1.6%,i,2.9
O=C1CCC(c2ccccc2)N1C(=O)c1cccnc1 (stereo unspecified),-20%,0.9%,-13%,-1%,0.2%,8%,-7%,1.4%,i,0.4
CCN1CCN(c2cc(C)c3cc(NC(=O)c4cccc(OC)c4)ccc3n2)CC1,28%,-0.5%,-7%,29%,-0.3%,9%,4%,-0.4%,i,0.4
CCN1CCN(C(=O)CCS(=O)(=O)c2cc3c(cc2Cl)NC(=O)CO3)CC1,-14%[20 µM],-3.2%,-14%,-3%,-0.3%,-4%,6%,-0.5%,i,1.4
O=C(CSCCO)Nc1cccc2ccccc12,-28%,-4.2%,-35%,-1%,0.3%,-2%,-4%,-0.6%,i,1.2
CCOC(=O)COc1ccc(C(c2c(C)[nH][nH]c2=O)c2c(C)[nH][nH]c2=O)cc1,12%,-0.9%,-8%,4%,0.7%,-1%,-7%,0.0%,i,0.8
COc1ccc(/C=N/NC(=O)C2(C)NC(C)(C)Cc3ccccc32)cc1 (stereo unspecified),-16%[20 µM],-7.5%,-17%,3%,-0.1%,3%,20%,-0.3%,i,0.6
COc1cccc(-c2ocnc2C(=O)Nc2ccc3c(c2)CCC3)c1,-1%,-4.5%,-39%,-13%,-0.2%,4%,-8%,0.3%,i,0.7
O=C(COc1ccc(S(=O)(=O)N2CCOCC2)cc1Cl)N1CCCC1,-17%,-3.8%,-12%,6%,0.3%,4%,2%,0.0%,i,0.4
O=C1N2CCCc3cccc(c32)C12Nc1ccccc1S2 (stereo unspecified),8%,0.6%,15%,-9%,-0.1%,6%,8%,-0.1%,i,0.7
O=C1CC(c2nc3ccccc3[nH]2)CN1c1cccc(C(F)(F)F)c1 (stereo unspecified),5%,-2.7%,-47%,3%,-0.2%,-4%,1%,2.5%,i,1.4
C/C(Cl)=C\Cn1c(NCCCn2ccnc2)nc2c1c(=O)n(C)c(=O)n2C,18%,-6.3%,25%,15%,0.3%,19%,14%,7.5%,i,0.2
Cc1cccc(NC(=O)CCNC(=O)c2ccccc2)c1,-16%,-1.9%,-14%,3%,-0.2%,-5%,-8%,1.2%,i,0.2
COc1ccc(N2C(=O)C3C(C2=O)C(C(=O)c2ccc(Cl)cc2)N2CCCC32)cc1 (stereo unspecified),35%,-0.2%,6%,2%,0.5%,6%,9%,9.7%,i,0.2
Cn1c(=O)c(C(=O)Nc2ccccn2)c(O)c2ccccc21,-6%,6.7%,-118%,15%,0.1%,2%,-160%,3.1%,i,1.7
